# Assay outcomes (PubChem BioAssay)
# Mito fusion act: mitochondrial division inhibition or fusion activation. S. cerevisiae fusion-defective mutant growth rescue, CellTiterGlo 48 h. Potency, µM (highest dose often 46.1 µM), for inactives: top-dose growth rescue (activation), most hits filed as activators. 320,000 tested, 0.23% active. AID 485298;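 further: potency means the concentration at half of the fitted maximal effect; % of control where 0% means no effect; nearly all actives have a fitted effect of over 45% in size; temperature-sensitive fusion mutants such as fzo1-1 at 37 °C on non-fermentable ethanol glycerol medium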
#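 Luminescent cell viability in 1536-well qHTS format served as the measure of rescued growth in ts fusion-mutant S. cerevisiae cultured on non-fermentable YPEG for 48 hours at 37C.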
# a7 integrin act: activates integrin-mediated alleviation for muscular dystrophy; Potency, µM (doses to about 38.3 µM), for the others: at the top dose activation, usual class: activators; alpha7betagal myoblasts, beta-gal FDG fluorescence, 48 h; 350,000 tested, 0.064% active;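 further: potency means the concentration at half of the fitted maximal effect; 100% = response of the positive control SU9516; nearly all actives have a fitted effect of over 60% in size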
#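 alpha7betagal+/- myoblasts (passage 13, 250/well) treated 48 h at 37C with compounds at 1:260 dilution of DMSO stock. Lysed, then beta-galactosidase activity read as FDG fluorescence (ex 480/em 540) after 30 min, with pre-read for autofluorescence.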
# Chronic BCR inh: inhibitors of chronic active B-cell receptor signaling; ABC-DLBCL IkBa-CBG/CBR reporter, luminescence ratio, 4 h; Potency, µM (doses to about 46.1 µM), inactives show top-dose ratio change, negative = lower green/red ratio, most hits filed as inhibitors; 340,000 tested, 0.05% active; active means well fitted inhibition curve with a large enough effect in the signal ratio, with a control signal flat, not every such curve was filed as active; inconclusive means small, poorly fitted or top-dose-only effect, or effect the other way, or a change in a side signal; the % refers to the signal ratio;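 further: potency means the concentration at half of the fitted maximal effect; plate controls were basal doxycycline-induced cells for no effect and cells given 10 µM MG132 for full effect; MG132 reads +100%, hits lower the ratio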
#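 Doxycycline induced both beetle luciferases in TMD8 lymphoma cells; IKK-driven degradation limits the IkappaBalpha-fused green signal, while red luminescence normalises for cell number and nonspecific effects. Compounds tested up to 46 uM, 4 hrs.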
# Tb PFK inh: inhibitors of T. brucei phosphofructokinase; 330,000 tested, 0.17% active; T. brucei PFK, ADP-Glo luminescence; AID 485367; Potency, µM (top dose mostly 57.5 µM), without a hit: at the top dose activity, negative = inhibition, usual class: inhibitors;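 further: potency means the concentration at half of the fitted maximal effect; 0% = uninhibited 1x PFK enzyme wells and -100% = no-enzyme wells; nearly all actives have a fitted effect of over 60% in size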
# Target sequence (O15648 whole entry, looked up): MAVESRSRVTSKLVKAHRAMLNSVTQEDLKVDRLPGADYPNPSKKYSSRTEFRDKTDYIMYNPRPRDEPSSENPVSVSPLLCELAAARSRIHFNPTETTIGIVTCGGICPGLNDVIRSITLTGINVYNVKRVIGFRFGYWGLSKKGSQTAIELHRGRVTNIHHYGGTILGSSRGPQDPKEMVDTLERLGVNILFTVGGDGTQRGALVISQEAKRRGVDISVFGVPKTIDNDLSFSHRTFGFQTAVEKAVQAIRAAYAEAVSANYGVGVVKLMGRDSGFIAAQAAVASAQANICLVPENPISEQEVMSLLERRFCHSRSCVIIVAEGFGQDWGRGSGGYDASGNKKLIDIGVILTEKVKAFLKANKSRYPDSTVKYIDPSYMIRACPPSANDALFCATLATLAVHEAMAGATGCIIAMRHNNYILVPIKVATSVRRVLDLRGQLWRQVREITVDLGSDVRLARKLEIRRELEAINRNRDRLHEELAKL
#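 Compounds were pin-transferred as a titration series up to 57 uM into substrate buffer (0.5 mM F6P, 0.1 mM ATP, pH 8.0), then 1.25 nM PFK was added and reactions ran 45 min before ADP-Glo detection.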
# TSHR antag: human thyrotropin receptor antagonism; TSHR-expressing cells, TSH-stimulated cAMP HTRF, 2 h; stronger effect = lower value; activity change, negative = inhibition, % at 11.5 µM; 330,000 tested, 0.2% active; AID 504810;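 active means activity change below a set negative limit, meaning inhibition stronger than a set level, cut at about -70% in these data; inconclusive means activity change between two set negative limits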; further: on the % scale 0 is the no-effect control and ±100 the full control effect
#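 Cell-based HTRF cAMP assay; TSHR cells + compound, TSH EC80 (4nM final), 2 h, 37 deg C. Lysis with anti-cAMP cryptate and cAMP-d2, 30 min RT, read 665/620 nm.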
# TSG101-PTAP inh: blocks PTAP/TSG101 interaction to inhibit HIV-1 budding | Potency, µM (highest dose often 115 µM), without a hit: top-dose activity change, negative = inhibition, most hits filed as inhibitors | AID 493005 | Fluorescence polarization, FITC-PTAP peptide / Tsg101 binding | 340,000 tested, under 10 active | Q99816; active means well fitted inhibition curve with a large enough effect in the main read-out, with a control signal flat, not every such curve was filed as active; inconclusive means small, poorly fitted or top-dose-only effect, or effect the other way, or a change in a side signal; inactive means no such curve, though single readings can be large or run the other way; further: potency means the concentration at half of the fitted maximal effect; % of control where 0% means no effect
#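 Tsg101 binding domain (10 uM final) was mixed with compound and a FITC-labeled PTAP peptide (50 nM final) in HEPES pH 7.5 buffer with NaCl, Tween 20, EDTA and TCEP; fluorescence polarization was read after 20 min at r.t.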
# ASM inhibitor: blocks human secretory acid sphingomyelinase | Potency, µM (titrated, usually from 57.5 µM), for the others: top-dose activity change, negative = inhibition, most hits filed as inhibitors | 340,000 tested, 0.006% active | P17405 | placental ASM, HMU-PC fluorogenic substrate, 60 min; further: potency means the concentration at half of the fitted maximal effect
# Target sequence (P17405 47-631 limits assumed): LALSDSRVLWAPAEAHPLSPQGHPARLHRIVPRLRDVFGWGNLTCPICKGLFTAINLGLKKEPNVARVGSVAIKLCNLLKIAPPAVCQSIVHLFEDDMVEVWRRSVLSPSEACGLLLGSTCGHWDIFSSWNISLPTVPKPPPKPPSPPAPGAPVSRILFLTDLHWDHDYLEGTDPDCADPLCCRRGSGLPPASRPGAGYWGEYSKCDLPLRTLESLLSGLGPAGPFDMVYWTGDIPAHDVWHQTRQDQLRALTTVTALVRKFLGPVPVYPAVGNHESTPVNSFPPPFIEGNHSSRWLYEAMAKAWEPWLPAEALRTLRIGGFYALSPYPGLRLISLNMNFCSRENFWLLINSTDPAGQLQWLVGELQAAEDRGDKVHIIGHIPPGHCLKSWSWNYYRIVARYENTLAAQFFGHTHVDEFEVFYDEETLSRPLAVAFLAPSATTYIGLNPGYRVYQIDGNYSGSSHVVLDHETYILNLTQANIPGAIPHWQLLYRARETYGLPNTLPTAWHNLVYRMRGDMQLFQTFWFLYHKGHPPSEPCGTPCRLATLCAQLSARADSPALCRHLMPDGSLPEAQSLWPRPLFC
#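 Human placenta-derived ASM enzyme was preincubated with compound for 10 minutes at room temperature, then given fluorogenic substrate HMU-PC0 (9 uM final) for 60 minutes at 37 °C; a pH 10 stop preceded fluorescence reading at Ex 386/Em 447 nm.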
# Eya2 inh: blocks the phosphatase activity of human Eya2; Potency, µM (series often up to 76.9 µM), without a hit: top-dose activity, negative = inhibition, usual class: inhibitors; O00167; 330,000 tested, 0.006% active; recombinant Eya2, OMFP fluorescence dephosphorylation (OMFP is methylfluorescein phosphate); further: potency means the concentration at half of the fitted maximal effect; on the % scale 0 is the no-effect control and ±100 the full control effect
#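 Eya2 protein (added as 0.2 uM solution) was preincubated with compound for 10 min at ambient temperature in 50 mM HEPES pH 7.5, 50 mM NaCl, 5 uM MgCl2, 0.05% BSA, 1 mM DTT. OMFP (added at 50 uM) then reacted 10 min; fluorescence read at 485/525 nm.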
# A-T KAP1 phos: potential ataxia-telangiectasia treatment | Potency, µM (top dose mostly 57.5 µM), for inactives: at the highest dose activation, usual class: activators | […] A-T fibroblasts, KAP-1 phosphorylation AlphaLISA; neocarzinostatin DNA damage 30 min before lysis | 320,000 tested, 0.19% active; further: potency means the concentration at half of the fitted maximal effect; % of control where 0% means no effect; nearly all actives have a fitted effect of over 45% in size
#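 hTERT-immortalized A-T patient fibroblasts ([…]), 500 cells/well in OPTI-MEM, 1% FBS, got compounds for 60 min, then NCS for 30 min at 37C. Lysates were then assayed for phospho-KAP-1 by AlphaLISA (anti-pKAP1 donor, anti-KAP1 acceptor beads), 6 hr at 25C.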
# TCR act: activates T cell receptor signaling; Potency, µM (titrated, usually from 9.22 µM), without a hit: at the highest dose activation of IL-2 secretion, actives largely listed as activators; AID 504894; primary human leukocytes, anti-CD3, IL-2 HTRF, 48 h; 330,000 tested, under 10 active; further: % of control where 0% means no effect
#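 Compounds are tested in HTS on primary human leukocytes co-incubated with a-CD3 beads for 48 hr. IL-2 output is measured by time-resolved FRET.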
# ELG1 repair inh: inhibitors of ELG1-dependent DNA repair in HEK293T cells | HEK293T ELG1-luciferase reporter, luminescence, 16 h; DNA damage induced by 5-fluorouridine | Potency, µM (top dose mostly 46.1 µM), inactives show at the top dose activity change, negative = inhibition, usual class: inhibitors | 330,000 tested, 2.3% active; further: potency means the concentration at half of the fitted maximal effect; on the % scale 0 is the no-effect control and ±100 the full control effect; nearly all actives have a fitted effect of over 55% in size
#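 DMSO vehicle served as the neutral condition. Each well held 2,000 cells given 5-fluorouridine plus compound; after 16 hr at 37 °C/5% CO2, ONE-Glo was added and luciferase measured 30 min later.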
# The depositor's hits bear a star; ? = inconclusive; . = not tested or not shown; [ ] = remark or other dose. Unless noted, the call rests on the fitted dose curve; in most records, active means well fitted curve in the direction sought with a large enough effect; inconclusive means small, poorly fitted or top-dose-only effect, or another doubt; inactive means no such curve, though single readings can be large; an effect the other way counts as inactive or inconclusive. No enrichment for hits, and some 3.2% of all compounds hit somewhere here.
# The line under a structure holds: Mito fusion act | A-T KAP1 phos | ELG1 repair inh | Chronic BCR inh | a7 integrin act | Eya2 inh | Tb PFK inh | TCR act | ASM inhibitor | TSHR antag | TSG101-PTAP inh
CCOC(=O)C1=C(O)CSC1=Nc1cccc(Cl)c1
  -1% | 7% | -3% | 0% | -15% | 15%[15.4 µM] | 0% | 0% | -2% | 3 | -1%
COc1ccc(N2C(=O)C3C4C=CC(C5CC45)C3C2=O)c([N+](=O)[O-])c1 (centres undefined)
  0% | 2% | 0% | 8% | -5% | -3% | 2% | 0% | 1% | 3 | -4%
OC(c1cccs1)(c1cccs1)C1C[N+]2(CF)CCC1CC2 (centres undefined)
  2% | 1% | 26% | 1% | 4% | 1% | -7% | 7% | -1% | 3 | -3%
CCN1CCN(c2ccc(S(=O)(=O)N3CCCCC3)cc2NC(=O)c2cccc(C)c2[N+](=O)[O-])CC1
  -3% | 6% | 2% | -8% | -38% | 2% | 0% | 2% | -2% | -1 | -7%
C[C@H](CO)N1C[C@H](C)[C@@H](CN(C)S(=O)(=O)c2ccc(F)cc2)Oc2ccc(NC(=O)Nc3ccc(C(F)(F)F)cc3)cc2C1=O
  . | 12% | 21µM* | -1% | 0% | 9% | 11% | 8% | -12% | -1 | 3%
NS(=O)(=O)c1cccc(NC(=O)CC(NC(=O)c2ccccc2Cl)c2ccccc2)c1 (centres undefined)
  17% | . | . | 1% | 3% | 9% | 16% | 3% | 1% | 11 | -6%
CCNC(=S)NNC(=O)c1csc2c1CCC(C)C2 (centres undefined)
  -8% | 0% | -2% | ? | -7% | 1% | -3% | -4% | -1% | 19 | -2%
COc1ccc(N=C2SCC(c3ccc(C)cc3)=NN2CCO)cc1
  10% | -2% | 9% | -14% | 2% | -11% | 0% | -6% | -15% | -8 | -2%
CN1C(=O)C(CC(=O)NCC2CCCCC2)SC1=Nc1ccccc1 (centres undefined)
  14% | 28% | -12% | ? | 3% | 9% | 1% | -9% | -10% | -20 | -3%
CSc1ccc(/C=N/Nc2nc(C)cc(C)n2)cc1
  -4% | 1% | ? | 19% | -10% | 7% | 5% | 5% | 0% | -9 | 1%
Cc1cccc(N=C2NC(=O)/C(=C/C=C/c3ccco3)S2)c1C
  ? | -19% | 12% | ? | -28% | 6% | ? | 1%[46.1 µM] | -22% | -2 | -2%
O=C(NCc1ccco1)C1CCN(S(=O)(=O)c2ccccc2C(F)(F)F)CC1
  -2% | -1% | -1% | 0% | -44% | 12% | -9% | 4% | 1% | 2 | -9%
COc1cc(C(=O)Nc2ccc(S(=O)(=O)N3CCCCC3C)cc2)cc(OC)c1OC (centres undefined)
  4% | 1% | ? | 0% | -2%[7.66 µM] | -4% | -2% | 10% | -7% | -12 | -5%
CCOc1cc(C2/C(=C(/O)c3ccc(S(=O)(=O)N4CCCCC4)cc3)C(=O)C(=O)N2CCOC)ccc1O (centres undefined)
  8% | 5% | ? | 5% | 11% | ? | 2% | 0% | -3% | 3 | -2%
O=C(CSc1ncn[nH]1)N/N=C/c1ccc(C(F)(F)F)cc1
  1% | 11% | 0% | -2% | 0% | 4% | -7% | -5% | -1% | -6 | -8%
CCN1C(=O)CC(C(=O)NCCc2ccc(S(N)(=O)=O)cc2)SC1=Nc1ccc(OC)cc1 (centres undefined)
  -7% | 0% | -26% | -9% | -20% | 4% | 13% | -1% | 4% | -1 | -9%
COc1ccc(C2CC(c3ccccc3)=NN2C(=O)COC(=O)c2ccc(S(C)(=O)=O)cc2)cc1 (centres undefined)
  17% | -6% | ? | -1% | 7% | 4% | -5% | 2% | ? | -8 | -1%
COC(=O)Cn1c(=O)c(C)nc2ccccc21
  -3% | -5% | -1% | 2% | 7% | 16% | -1% | 5% | 6% | 5 | -1%
COc1cc2c(cc1OC)CN(C(=O)NS(=O)(=O)c1ccc(C)cc1)CC2
  2% | . | 0% | 6% | 5% | 0% | 0% | -3% | 7% | -18 | -2%
Cc1ccc(S(=O)(=O)N2CCOCC2)cc1NC(=O)C1=NN(c2ccccc2)C(=O)CC1
  8% | -1% | 4% | ? | ? | 1% | 4% | -3% | 5% | 26 | 2%
CSc1ccccc1C(=O)Nc1ccccc1C
  -1% | 1% | 2% | -4% | -12% | 4% | -7% | 1% | 6% | -3 | -1%
Cc1oc(-c2ccccc2F)nc1CS(=O)(=O)CC(=O)NCCCN(C)C1CCCCC1
  -2% | 3% | -5% | -3% | -41%[7.66 µM] | -10% | 1% | 1% | -1% | -33 | -8%
CN(C)c1cccc(C(=O)OCC(=O)Nc2ccccc2-c2ccccc2)c1
  -5% | 0% | ? | -2% | -17% | -22% | -5% | 1%[46.1 µM] | 10% | -21 | -7%
CC1(C)CC(=O)C(CC(=O)Nc2ccc(S(N)(=O)=O)cc2)=C(O)C1
  2% | 0% | 13% | 7% | 12% | -7% | 0% | -4%[46.1 µM] | 3% | 32 | -3%
O=C(O)COc1c(-c2ccccc2)oc2ccccc2c1=O
  5% | 5% | 7% | 23% | 35% | -3% | -2% | 3% | 4% | 1 | -5%
COCCN(C(=S)Nc1c(C)cccc1C)C(C)c1cccs1 (centres undefined)
  7% | 2% | -25% | -8% | -39% | 13% | 1% | -3% | -1% | 6 | -6%
COc1ccc(C2=C(Nc3ccc(F)cc3)c3ccccc3C2=O)cc1
  -6% | 6% | 2% | -1% | -3% | -11% | 3% | -6% | -5% | -11 | -3%
O=C(NC(Cc1c[nH]c2ccccc12)C(=O)O)/C(=C/c1ccc(F)cc1)NC(=O)c1ccccc1 (centres undefined)
  -3% | -9% | 8% | -2% | -10% | 3% | -3% | -3% | 4% | 5 | -3%
O=C(COc1ccccc1[N+](=O)[O-])Nc1ccc2c(c1)OCO2
  5% | 1% | ? | 4% | 14% | 3% | -7% | 7% | 1% | -4 | 1%
CCC1Oc2ccc(C)cc2N(CC(=O)N(Cc2ccc(C)o2)C2CCCC2)C1=O (centres undefined)
  27% | . | ? | ? | -9% | -21% | 9% | 0%[46.1 µM] | -3% | 0 | -5%
CCCc1ccc2oc(C(=O)N(Cc3nccn3C)C(C)C)c(C)c2c1
  -21% | 9% | 0% | -1% | -22% | 5% | -3% | 11% | 3% | -4 | 0%
Cc1cccc(N(C(=O)Cn2nnc(-c3ccccc3F)n2)C(C(=O)NC(C)(C)C)c2ccncc2)c1 (centres undefined)
  3% | -3% | 28% | -1% | -8% | -6% | 3% | -1% | -2% | -14 | 0%
COc1cccc(-c2nnc(SCc3nc4ccccc4[nH]3)n2N)c1
  -5% | . | . | . | -5% | . | . | -6% | 8% | . | 0%
O=C(Nc1cccc2c1CCCC2)C1CCN(c2nnnn2-c2ccccc2)CC1
  0% | 1% | -25% | ? | -19% | 6% | 5% | 1% | -4% | -20 | -6%
CCCSc1nc2c(c(=O)n1-c1ccc(OCC)cc1)SCC2
  -8% | -5% | 7% | 3% | 12% | -15% | -3% | 0% | -2% | -4 | 1%
C[C@@H]1C[C@H]2[C@@H]3CCC4=CC(=O)C=C[C@]4(C)[C@@]3(F)[C@@H](O)C[C@]2(C)[C@H]1C(=O)CO
  0% | 6% | 9% | ? | . | 5% | 1% | -8% | 2% | -3 | 2%
O=C(Nc1cccc(Cl)c1)Nc1nc(-c2ccccc2)cs1
  -4% | -7% | ? | 6% | -12% | -7% | 1% | -1% | 6% | -40 | 22%
O=S(=O)(c1ccc(-c2nc3ccccc3s2)cc1)N1CCCC1
  4% | -2% | ? | ? | -5% | 7% | 1% | 15% | 6% | 0 | -5%
O=C(CSc1nnc(CNc2ccccc2)o1)N1CCc2ccccc21
  0% | 14% | 13% | 3% | 7% | 9% | -3% | -4% | -2% | 17 | 2%
COc1ccc(NC(=O)c2cccc(S(=O)(=O)N3CCOCC3)c2)cn1
  -3% | 5% | 0% | -6% | 6% | 2% | 1% | -7% | -1% | -7 | -9%
